MEX-5 binding: C. elegans MEX-5 TCR-2 RNA binding activity. AID 1832. activity score (negative = inhibition of binding), % at 10 µM. Q9XUB2. MEX-5/FITC-TCR2 RNA binding, fluorescence polarization; active compounds read low. 0.38% of 300,000 active;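 active = inhibition past about -25% in most replicates, and total fluorescence under double the plate's negative control median, limit read from the data; inconclusive = replicates evenly split on the limit, or fluorescence at least double controls; inactive = too little inhibition in most replicates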;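 also: 0% = DMSO and -100% = 5 µM competing unlabeled TCR2 RNA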
Target sequence (Q9XUB2 whole entry, looked up): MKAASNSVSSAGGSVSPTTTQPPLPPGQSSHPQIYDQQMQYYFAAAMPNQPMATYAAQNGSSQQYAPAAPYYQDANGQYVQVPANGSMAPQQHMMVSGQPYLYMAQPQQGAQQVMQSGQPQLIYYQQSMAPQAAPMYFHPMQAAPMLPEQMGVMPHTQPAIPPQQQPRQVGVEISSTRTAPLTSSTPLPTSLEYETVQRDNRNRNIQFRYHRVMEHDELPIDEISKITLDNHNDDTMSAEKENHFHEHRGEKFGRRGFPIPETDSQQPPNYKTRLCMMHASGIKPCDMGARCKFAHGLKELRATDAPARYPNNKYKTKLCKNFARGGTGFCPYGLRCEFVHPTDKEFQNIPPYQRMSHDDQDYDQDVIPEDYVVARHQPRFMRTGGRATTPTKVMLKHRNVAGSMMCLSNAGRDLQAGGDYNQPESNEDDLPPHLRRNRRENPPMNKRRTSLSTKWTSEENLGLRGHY
GLD-1 RNA inh: GLD-1-TGE RNA interaction inhibition (C. elegans). 0.44% of 320,000 active. purified GLD-1 + fluorescein TGE RNA, fluorescence polarization. inhibition, % at 5.96 µM;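 active = percent inhibition above a per-plate cutoff, the plate mean of test compounds plus 3 SD, cut at about 30% in these data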;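 also: 0% = DMSO wells with GLD-1 and probe and 100% = wells lacking GLD-1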
Fam108B counter: counter-screen for RBBP9 inhibitors: inhibitors of mouse Fam108B | recombinant Fam108B, FP-Rh probe fluorescence polarization | inhibition, % at 9.51 µM | 0.33% of 300,000 active;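 active = inhibition above the screen mean inhibition plus 3 SD, computed separately per campaign, cut at about 18% in these data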;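 also: inhibitors lower polarization as less probe binds the enzyme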
AGP1-GFP MLPCN: alters AGP1-GFP fluorescence in TOR pathway yeast screen | S. cerevisiae AGP1-GFP multiplex flow cytometry, 3 h; GFP as percent of DMSO wells | GFP response vs DMSO, % at 10 µM | 0.02% of 320,000 active;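 active = GFP response relative to DMSO above a set limit, near screen average plus 3 SD, cut at about 150% in these data; inconclusive = fewer than 70 cells counted for the yeast strain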;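 also: median GFP channel fluorescence of the gated AGP1 strain per well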
MCL1-BIM inh: disrupts human MCL1 binding to BIM-BH3 peptide. GST-MCL1 / FITC-Bim-BH3 fluorescence polarization. 0.68% of 320,000 active. inhibition, % at 10.9 µM. Q07820. AID 2057;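 active = inhibition above the mean inhibition of all tested compounds plus 3 SD, set per campaign, cut at about 40% in these data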;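 also: 0% = DMSO wells and 100% = unlabeled Bim-BH3 peptide control; higher means more loss of mP so more displacement of Bim peptide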
Target sequence (Q07820 whole entry, looked up): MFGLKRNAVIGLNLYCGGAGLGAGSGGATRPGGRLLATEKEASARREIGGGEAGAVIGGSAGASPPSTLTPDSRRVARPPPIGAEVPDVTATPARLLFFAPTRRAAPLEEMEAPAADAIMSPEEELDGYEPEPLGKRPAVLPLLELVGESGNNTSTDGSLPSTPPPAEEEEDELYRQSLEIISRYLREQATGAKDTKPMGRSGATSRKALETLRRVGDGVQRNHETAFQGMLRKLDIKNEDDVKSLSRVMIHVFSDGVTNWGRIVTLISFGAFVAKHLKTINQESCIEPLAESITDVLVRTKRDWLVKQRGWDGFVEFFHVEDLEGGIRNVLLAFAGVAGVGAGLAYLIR
VLA-4 inh: inhibition in a human VLA-4 binding assay; P13612; VLA-4 expressing cells, ligand binding flow cytometry; 0.2% of 330,000 active; inhibition, % (about 7 µM as worked out from the volumes in the protocol); AID 2557; in the data active = inhibition above about 50%
BCLXL inh: blocks human Bcl-xL binding to Bim BH3 peptide. 0.7% of 320,000 active. AID 2129. GST-Bcl-xL / FITC-Bim BH3 peptide fluorescence polarization. inhibition, % at 10.9 µM. Q07817;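 active = inhibition above the mean of all tested compounds plus 3 SD, cutoff set per campaign, cut at about 30% in these data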;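 also: 0% = DMSO wells and 100% = unlabeled Bim-BH3 peptide competitor; inhibitors lower millipolarization by displacing the labeled peptide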
Target sequence (Q07817 whole entry, looked up): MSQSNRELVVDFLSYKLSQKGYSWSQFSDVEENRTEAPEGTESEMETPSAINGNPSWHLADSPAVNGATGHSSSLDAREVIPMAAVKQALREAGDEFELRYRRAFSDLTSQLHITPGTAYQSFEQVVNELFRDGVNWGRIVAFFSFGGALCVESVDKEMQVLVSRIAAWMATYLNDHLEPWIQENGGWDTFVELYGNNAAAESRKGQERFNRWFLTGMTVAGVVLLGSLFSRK
GRK2 inh: blocks RNA aptamer binding to human GRK2. P25098. inhibition of aptamer binding, % at 10 µM. AID 488847. bead flow cytometry, FAM-aptamer displacement from GRK2. 0.59% of 330,000 active;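 active = inhibition of aptamer binding above 40%, roughly 3 SD of noise, on plates passing a quality check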;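 also: median bead fluorescence of bound FAM aptamer so fluorescent compounds give negative values; no value below 0 was filed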
CIT2-GFP yeast: alters CIT2-GFP fluorescence in TOR pathway yeast screen; S. cerevisiae CIT2-GFP strain, flow cytometry, 3 h; 100 means same as DMSO wells; GFP response vs DMSO, % at 10 µM; 0.065% of 320,000 active; AID 2029;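 active = GFP response relative to DMSO above a set limit, near the screen mean plus 3 SD, cut at about 150% in these data; inconclusive = Fewer than 70 cells measured for a yeast strain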;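 also: ratio of well median GFP fluorescence to mean of DMSO wells on the plate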
The depositor's hits bear a star; ? = inconclusive; . = not tested or not shown; [ ] = remark or other dose.

[1] O=C(c1ccc(=O)oc1)N1CCN(C(c2ccccc2)c2ccccc2)CC1
[2] COc1ccc(CN(C)C(=O)c2ccc(COc3ccccc3)cc2)c(OC)c1
[3] CC(C)(C)c1ccc(OCCC(=O)OCC(=O)NCc2ccccc2)cc1
[4] COc1ccc(C(=O)NCc2nnc(SCC(=O)NC3CCCCC3)o2)cc1
[5] Cc1cc(NC(=O)CSc2ccc(F)cc2)no1
screen / no.,1,2,3,4,5
MEX-5 binding,-1.3,-2.8,-1.2,1.9,1.6
GLD-1 RNA inh,4,-4,0,0,-2
Fam108B counter,3,0,2,-2,-4
AGP1-GFP MLPCN,96,101,99,93,95
MCL1-BIM inh,1,-22,-16,-1,-2
VLA-4 inh,6,-5,6,5,-10
BCLXL inh,0,-7,-6,0,-1
GRK2 inh,0,1,0,2,0
CIT2-GFP yeast,98,89,95,94,86

[6] O=C(c1cnn2c(C(F)F)cc(-c3ccccc3)nc12)N1CCc2ccccc2C1
[7] CCN(CC)c1ccc(C(=O)c2cnc(/N=C/N(C)C)s2)cc1
[8] CC(=O)Nc1ccc(/C(C)=N/Nc2nc(Nc3ccccc3)nc(N3CCOCC3)n2)cc1
[9] Cc1n[nH]c(C)c1S(=O)(=O)N1CCCC(C(=O)N2CCN(c3ccc(Cl)cc3)CC2)C1 (centres undefined)
[10] CCS(=O)(=O)N1CCN(c2ccc([N+](=O)[O-])c(NCC3CCCO3)c2)CC1 (centres undefined)
screen / no.,6,7,8,9,10
MEX-5 binding,2.2,1.9,0.0,.,-1.8
GLD-1 RNA inh,-6,-1,1,4,1
Fam108B counter,1,3,7,5,2
AGP1-GFP MLPCN,92,94,98,102,94
MCL1-BIM inh,2,-3,7,2,4
VLA-4 inh,-6,-4,28,-15,6
BCLXL inh,5,3,0,7,1
GRK2 inh,0,0,2,1,2
CIT2-GFP yeast,97,106,103,101,88

A different layout for 3 compounds above.
entry	Molecule	MEX-5 binding	GLD-1 RNA inh	Fam108B counter	AGP1-GFP MLPCN	MCL1-BIM inh	VLA-4 inh	BCLXL inh	GRK2 inh	CIT2-GFP yeast
7	CCN(CC)c1ccc(C(=O)c2cnc(/N=C/N(C)C)s2)cc1	1.9	-1	3	94	-3	-4	3	0	106
8	CC(=O)Nc1ccc(/C(C)=N/Nc2nc(Nc3ccccc3)nc(N3CCOCC3)n2)cc1	0.0	1	7	98	7	28	0	2	103
9	Cc1n[nH]c(C)c1S(=O)(=O)N1CCCC(C(=O)N2CCN(c3ccc(Cl)cc3)CC2)C1 (centres undefined)	.	4	5	102	2	-15	7	1	101

Next compounds follow:
[11] Cc1cccc(C)c1NC(=O)CCCN1CC(C)OC(C)C1 (centres undefined)
[12] COCC(=O)N1CCC(Oc2ccc(C(=O)NC(C)c3nc(C)sc3C)cc2)CC1 (centres undefined)
[13] O=C(Nc1c(C(=O)N2CCN(c3ccccn3)CC2)oc2ccccc12)c1ccc([N+](=O)[O-])cc1
[14] Nc1ncc(-c2ccccc2)c(-c2ccc(OCc3ccccc3)cc2O)n1
[15] CCCCCCC1CC(CCC(=O)Nc2ccc([N+](=O)[O-])cc2)C(=O)O1 (centres undefined)
screen / no.,11,12,13,14,15
MEX-5 binding,-1.1,0.7,2.1,0.6,-0.8
GLD-1 RNA inh,-5,2,6,8,2
Fam108B counter,4,-1,-1,-8,2
AGP1-GFP MLPCN,101,103,101,107,88
MCL1-BIM inh,-6,-2,4,-3,3
VLA-4 inh,2,2,1,5,20
BCLXL inh,1,5,1,-1,6
GRK2 inh,3,0,2,1,0
CIT2-GFP yeast,100,101,114,106,80

[16] CCCCOP(=O)(c1ccc(N(C)C)cc1)C(Nc1ccccc1)c1ccccc1 (centres undefined)
[17] O=C(Nc1nnc(-c2ccccc2F)s1)c1cccnc1
[18] CC1CC(=O)Nc2ccccc2N1C(=O)Nc1ccccc1 (centres undefined)
[19] CCN1CCN(C(=O)C2CCN(c3nnc(-n4c(C)ccc4C)s3)CC2)CC1
[20] CSc1c(CC(=O)NCCO)n(C)c2ccccc12
screen / no.,16,17,18,19,20
MEX-5 binding,-1.8,-0.5,-2.1,2.5,-0.1
GLD-1 RNA inh,0,-2,-1,2,2
Fam108B counter,5,-4,-2,0,-2
AGP1-GFP MLPCN,101,98,107,100,105
MCL1-BIM inh,-2,2,6,-3,3
VLA-4 inh,-10,4,7,11,22
BCLXL inh,-2,7,5,-2,4
GRK2 inh,0,0,3,0,0
CIT2-GFP yeast,102,95,96,98,101

Compound profiles, from the list above. Order of screens: MEX-5 binding	GLD-1 RNA inh	Fam108B counter	AGP1-GFP MLPCN	MCL1-BIM inh	VLA-4 inh	BCLXL inh	GRK2 inh	CIT2-GFP yeast
O=C(Nc1nnc(-c2ccccc2F)s1)c1cccnc1 in the list: -0.5	-2	-4	98	2	4	7	0	95
CC1CC(=O)Nc2ccccc2N1C(=O)Nc1ccccc1 (centres undefined) in the list: -2.1	-1	-2	107	6	7	5	3	96

New compounds follow.
[21] CCN1CCc2c(OCC(=O)Nc3cccc(C)c3C)cccc2C1=O
[22] COC(=O)c1ccc2c(=O)n(Cc3ccc4c(c3)OCO4)c(SCC(=O)N3CCCC3)nc2c1
[23] CC1CCCCC1NC(=O)CN1CCC(O)(c2ccc(F)cc2)CC1 (centres undefined)
[24] Cc1ccc(NC(=O)CCC(=O)NNC(=O)COc2ccc([N+](=O)[O-])cc2)cc1C
[25] CCOc1cc(C)c(Cl)cc1S(=O)(=O)N1CCCC1
screen / no.,21,22,23,24,25
MEX-5 binding,-0.3,0.1,0.1,-0.1,2.2
GLD-1 RNA inh,-7,-1,2,1,3
Fam108B counter,2,2,0,3,2
AGP1-GFP MLPCN,94,103,107,95[may fluoresce violet],93
MCL1-BIM inh,-2,0,6,5,3
VLA-4 inh,-1,3,-106,4,28
BCLXL inh,0,3,5,-2,6
GRK2 inh,1,0,0,0,2
CIT2-GFP yeast,91,100,107,?,95

[26] CCOC(=O)c1cnc(-n2nc(C)cc2C)nc1NNc1nc(-c2ccccc2)cc(-c2ccccc2)n1
[27] COc1ccc(/C=N/Nc2cn[nH]c(=O)c2Cl)cc1
[28] COC(=O)C1=C(C)NC=C([N+](=O)[O-])C1c1ccc(OC)cc1 (centres undefined)
[29] CN1C(=O)C(=O)/C(=C(/O)c2ccc(Br)cc2)C1c1ccc(F)cc1 (centres undefined)
[30] CCCCn1c2nc3ccccc3nc2c2c(=O)n(-c3ccccc3)cnc21
screen / no.,26,27,28,29,30
MEX-5 binding,-0.5,-2.1,0.8,-0.5,-0.4
GLD-1 RNA inh,1,-8,3,5,5
Fam108B counter,4,0,0,3,3
AGP1-GFP MLPCN,103,103,97,98,93
MCL1-BIM inh,9,-7,1,0,7
VLA-4 inh,12,12,0,-8,8
BCLXL inh,3,-6,2,11,-2
GRK2 inh,0,16,5,1,0
CIT2-GFP yeast,107,100,100,102,106

[31] O=c1c(/C=N\NS(=O)(=O)c2ccccc2)coc2ccc(Cl)cc12
[32] CCOC(=O)C1C(=O)C(C(C)=O)C(=O)CC1CC(C)SCC (centres undefined)
[33] COc1ccc(-c2cn3cccnc3n2)cc1NS(=O)(=O)c1ccccc1
[34] CN1OC(c2ccccc2)=C(CO)C1c1ccccc1 (centres undefined)
[35] Cc1ccc(C2=NN(C(=O)CCC(=O)O)C(c3cccc([N+](=O)[O-])c3)C2)cc1 (centres undefined)
screen / no.,31,32,33,34,35
MEX-5 binding,-1.5,-0.3,-1.6,-1.0,2.9
GLD-1 RNA inh,1,0,1,-8,-2
Fam108B counter,-1,3,-1,6,-2
AGP1-GFP MLPCN,90,86,104,93,94
MCL1-BIM inh,-12,-2,0,7,-8
VLA-4 inh,-22,10,14,0,13
BCLXL inh,-4,-3,6,-2,4
GRK2 inh,11,3,0,2,.
CIT2-GFP yeast,79,78,113,91,103

[36] O=C(CCc1nnc(Cc2ccc(-c3ccccc3)cc2)o1)N1CCCC1
[37] CC(OC(=O)CNC(=O)c1cccc(F)c1)C(=O)NC1CCCCC1C (centres undefined)
[38] COc1ccc(NC(=O)C2C3CCC4C(CCC32)C4(Cl)Cl)cc1 (centres undefined)
[39] COc1ccc(OCc2cc(C(=O)NC3CCOC(C)(C)C3)no2)c2ccccc12 (centres undefined)
[40] O=C1COc2ccc(C(=O)COC(=O)c3ccc4ccccc4n3)cc2N1
screen / no.,36,37,38,39,40
MEX-5 binding,0.7,-0.6,3.5,-1.6,-4.1
GLD-1 RNA inh,-2,6,5,8,1
Fam108B counter,-1,2,3,-5,-3
AGP1-GFP MLPCN,89,108,86,93,94
MCL1-BIM inh,-1,4,0,-5,-36
VLA-4 inh,20,0,15,4,10
BCLXL inh,3,5,0,5,-18
GRK2 inh,0,1,0,1,0
CIT2-GFP yeast,84,100,107,93,89

[41] Cc1cccc(C)c1NC(=O)C(NS(=O)(=O)c1cccs1)c1ccccc1 (centres undefined)
[42] CC(=O)Nc1ccc(S(=O)(=O)NCC(=O)OCC(=O)N2CCCc3ccccc32)cc1
[43] CC(=O)Nc1ccc(C2=NN(Cc3nnc(-c4ccccc4)o3)C(=O)SC2)cc1
[44] O=C(c1cccc(C(F)(F)F)c1)N(c1ccccn1)C1CCCCC1
[45] COc1nc(OC)nc(Oc2ccc([N+](=O)[O-])cc2Cl)n1
screen / no.,41,42,43,44,45
MEX-5 binding,-0.1,4.3,2.4,1.5,1.6
GLD-1 RNA inh,10,3,-6,1,-1
Fam108B counter,6,2,10,2,-2
AGP1-GFP MLPCN,97,101,.,102,102
MCL1-BIM inh,-9,-14,4,-1,-3
VLA-4 inh,2,-6,-9,9,10
BCLXL inh,-6,-7,6,1,-4
GRK2 inh,0,8,7,2,.
CIT2-GFP yeast,98,96,.,.,102

[46] Cc1onc(-c2c(Cl)cccc2Cl)c1/C(N)=N/OC(=O)C(C)(C)C
[47] COc1ccccc1NS(=O)(=O)c1ccc(NC(=O)CCNC(=O)c2ccco2)cc1
[48] CCOC(=O)c1cnc(SCC(=O)N2CCC(C(N)=O)CC2)nc1N
[49] COc1ccc(Cc2nnc(NC(=O)CS(=O)(=O)c3ccccc3)s2)cc1OC
[50] COc1ccccc1C(=O)COC(=O)c1cnc(C)cn1
[51] COc1ccc(NC(=O)NN(C(=O)c2ccccc2)C(C)(C)C)cc1
screen / no.,46,47,48,49,50,51
MEX-5 binding,-2.9,3.5,1.1,1.9,-0.6,-3.4
GLD-1 RNA inh,4,1,0,0,4,4
Fam108B counter,1,1,-2,1,3,1
AGP1-GFP MLPCN,85,96,96,100,110,97
MCL1-BIM inh,7,0,0,-7,-5,3
VLA-4 inh,-2,11,39,1,9,-6
BCLXL inh,5,-5,4,-4,2,3
GRK2 inh,3,2,0,0,0,2
CIT2-GFP yeast,87,89,84,100,100,98

Screens (PubChem BioAssay)
